High-throughput results deposited in PubChem by several laboratories.
DAX1 inh-1 – DAX1 (NR0B1) inhibition, primary screen; HEK293T StAR-luciferase reporter, SF-1/DAX-1 repression relief; inhibition, % at 6.8 µM; hit rate 1.1% among 370,000; AID 652010;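 active = inhibition above the mean over all tested compounds plus 3 SD, cut at about 3.6% in these data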;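 note: 0% = DAX-1 cells with DMSO and 100% = cells lacking DAX-1 with DMSO; higher inhibition means more luminescence from relief of DAX-1 repression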
GAA850 FXN act – frataxin GAA850 promoter activation | HEK293 lucGAA850 FXN promoter luciferase reporter, 24 h; percent of 10 µM SAHA response | activation, % at 6 µM | hit rate 0.56% among 360,000 | AID 540364;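 active = activation above the average of all compounds screened plus 3 SD, cutoff fixed separately per campaign, cut at about 7.5% in these data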;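 note: 0% = DMSO wells and 100% = 10 µM SAHA wells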
PG9 Ab binder – binds the HIV-1 gp120 antibody PG9; TR-FRET gp120-PG9 antibody binding; inhibition, % at 6.7 µM; hit rate 0.43% among 360,000; in the data active = inhibition above about 8.5%
SMARCA2 act – activators of SMARCA2 function. MG213 cells, MMTV-luciferase reporter, dexamethasone, overnight. activation, % at 9.1 µM. hit rate 1% among 370,000. AID 652017; in the data active = activation above about 7.8%;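 note: 0% = vehicle wells and 100% = reference activator wells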
hcDAF-12 act – activates DAF-12 receptor from parasite H. contortus | HEK293 hcDAF-12 lit1-tk-luc reporter, luminescence; 0% DMSO, 100% Δ7-dafachronic acid | activation, % at 6.8 µM | hit rate 1.4% among 370,000 | AID 652067;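 active = activation above the mean of all tested compounds plus 3 SD, cut at about 5.5% in these data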;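 note: 100% = response to 3 µM Δ7-dafachronic acid high control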
PLC-beta3 inh – inhibitors of human phospholipase C beta3; Q01970; Purified PLC-beta3, fluorogenic substrate, fluorescence; inhibition, % at 12.2 µM; hit rate 0.18% among 370,000; AID 720704; in the data active = inhibition above about 11%;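 note: 0% = median of compound wells on plate and 100% = full blocker control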
DAX1 inh-2 – inhibitors of human orphan nuclear receptor DAX1 (NR0B1). P51843. HEK293 Gal4-DAX1 luciferase reporter, luminescence. inhibition, % at 6.75 µM. hit rate 0.99% among 340,000. AID 504766;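 active = inhibition above the mean over all tested compounds plus 3 SD, cut at about 4.2% in these data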;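 note: 0% = DAX1-transfected cells with DMSO and 100% = empty-vector control cells with DMSO; inhibition shows as a rise in luminescence from relieved DAX1 repression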
Target sequence (P51843 207-470 limits assumed): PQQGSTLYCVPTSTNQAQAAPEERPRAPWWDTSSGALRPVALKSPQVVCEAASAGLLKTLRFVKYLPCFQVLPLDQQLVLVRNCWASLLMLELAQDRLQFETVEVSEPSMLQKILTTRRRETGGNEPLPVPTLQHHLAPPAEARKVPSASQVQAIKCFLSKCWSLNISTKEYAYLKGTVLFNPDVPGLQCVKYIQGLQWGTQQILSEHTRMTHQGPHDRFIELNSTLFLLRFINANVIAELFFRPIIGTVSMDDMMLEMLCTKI
NR1D1 modulator – modulators of human Rev-erb alpha DNA binding. hit rate 0.79% among 370,000. Rev-erbα–FITC-DNA binding, fluorescence polarization, 90 min. activity, % at 10 µM. P20393. AID 1259318;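 active = activity above about 14%, limit read from the data; passing the limit was not always enough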;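 note: 0% = DMSO wells with 35 nM protein and 100% = DMSO wells with 750 nM protein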
Target sequence (P20393 whole entry, looked up): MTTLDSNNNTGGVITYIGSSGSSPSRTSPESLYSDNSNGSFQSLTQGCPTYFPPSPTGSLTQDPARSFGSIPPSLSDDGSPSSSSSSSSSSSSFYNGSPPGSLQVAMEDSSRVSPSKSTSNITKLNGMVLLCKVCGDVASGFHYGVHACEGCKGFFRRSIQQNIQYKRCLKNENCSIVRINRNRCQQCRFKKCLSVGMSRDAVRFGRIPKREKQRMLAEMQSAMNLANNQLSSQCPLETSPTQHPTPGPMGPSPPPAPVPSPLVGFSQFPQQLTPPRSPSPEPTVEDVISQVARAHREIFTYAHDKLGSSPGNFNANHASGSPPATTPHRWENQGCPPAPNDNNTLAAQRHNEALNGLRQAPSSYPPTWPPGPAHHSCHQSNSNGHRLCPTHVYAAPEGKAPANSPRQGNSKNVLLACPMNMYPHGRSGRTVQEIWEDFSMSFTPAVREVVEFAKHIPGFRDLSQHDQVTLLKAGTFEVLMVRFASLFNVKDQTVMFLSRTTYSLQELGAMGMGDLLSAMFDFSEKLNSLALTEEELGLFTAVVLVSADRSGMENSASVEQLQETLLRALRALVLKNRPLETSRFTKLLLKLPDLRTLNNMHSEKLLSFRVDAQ
hgDAF-12 ag – hgDAF-12 agonism, primary luciferase screen; HEK293 GAL4-hgDAF12 UAS-luciferase reporter, agonist luminescence; normalized to butyrate control; activation, % at 6.8 µM; hit rate 1.8% among 370,000;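 active = activation above a cutoff set at the mean of all screened compounds plus 3 SD, cut at about 10% in these data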;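 note: 0% = DMSO wells and 100% = sodium butyrate wells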
ssDAF12 agonist – activators of S. stercoralis DAF-12 nuclear receptor. HEK293 ssDAF-12/GRIP1 lit1-tk-luc reporter, luminescence; % of 3 µM dafachronic acid response. activation, % at 6.8 µM. hit rate 1% among 370,000;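 active = activation above the mean over all tested compounds plus 3 SD, cut at about 0.9% in these data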;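 note: 0% = DMSO-only wells and 100% = 3 µM delta7-dafachronic acid wells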
HGIII-sPLA2 inh – Inhibits HGIII-sPLA2 liposome hydrolysis, primary screen | inhibition, % at 12.2 µM | Q9NZ20 | QFRET BODIPY PC-A2 liposome hydrolysis, fluorescence | hit rate 0.56% among 370,000 | AID 743126;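 active = inhibition above mean plus 3 SD of compounds lying within the high and low control bounds, cut at about 19% in these data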;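 note: 0% = median of test compound wells and 100% = no enzyme DMSO wells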
Numbers without * were called inactive; i = inactive; . = not tested or not shown.

SMILES	DAX1 inh-1	GAA850 FXN act	PG9 Ab binder	SMARCA2 act	hcDAF-12 act	PLC-beta3 inh	DAX1 inh-2	NR1D1 modulator	hgDAF-12 ag	ssDAF12 agonist	HGIII-sPLA2 inh
CCN(CC)c1ccc(N=Cc2c(O)n(-c3ccc(Cl)cc3)c(=O)[nH]c2=O)cc1	-0.3	1.3	1.0	-3	-0.8	-3	0.4	5	2.6	-1.2	4
CC(=O)c1c(C)n(Cc2ccccc2)c2ccc(O)cc12	-1.2	1.8	0.4	-7	-3.4	-14	-1.6	2	-4.9	-2.1	-16
CCCCn1c(=O)c(C(=O)Nc2ncccc2C)c(O)c2ccccc21	0.1	1.2	-0.3	-3	3.2	-35	0.6	-4	1.6	0.3	20*
Cc1ccc(-n2c(O)c(/C=N/N3CCCCCC3)c(=O)[nH]c2=O)cc1C	0.1	-2.0	-1.5	-4	-1.1	-3	.	-3	-0.4	-0.3	-3
Fc1ccc(CCNCc2ccc(Cl)c(Cl)c2)cc1	-0.1	1.4	-0.3	-1	-1.0	-3	-0.7	0	-0.8	-1.8	1
c1ccc2sc(C3CCCNC3)nc2c1 (configuration not stated)	1.1	4.5	-1.7	6	0.7	1	0.9	6	12*	-1.0	-4
c1ccc2c(CCNC3CCCCC3)c[nH]c2c1	-0.6	1.1	-2.0	1	1.4	-2	-0.7	-2	-3.8	-0.8	-4
CCCC/C(=N/O)c1c(C)[nH]c2ccccc12	-0.5	-3.1	-2.7	-1	-0.4	-9	-1.1	5	-2.0	-0.9	-10
CN1CN=C(N[N+](=O)[O-])N(Cc2ccco2)C1	0.0	1.4	-0.2	-2	-2.1	1	0.9	-2	-0.1	-0.2	1
Cc1ccc2cc(CNCCc3ccccc3C)c(=O)[nH]c2c1	0.6	-0.4	1.5	1	-0.7	-65	1.1	-3	-1.0	-1.1	-5
O=[N+]([O-])c1oc2ccc3ccccc3c2c1CCO	-3.3	0.0	-0.9	-2	-1.0	-3	-1.8	-11	-0.7	-1.6	-17
CC1=C(C/C(C)=C/c2ccccc2)/C(=C/CO)[C@H](O)[C@](C)(O)C12CC2	0.0	-2.4	0.4	1	0.8	-2	-0.2	-7	0.0	-1.5	3
COCCNC(=O)c1c(NC(=O)c2ccc(Br)o2)n(Cc2ccccc2)c2nc3ccccc3nc12	0.4	0.7	0.3	-1	-0.5	-65	-0.9	-5	1.8	-0.4	-1
C[C@@H]1CNCCN1c1ccc(N2CC[C@H](O)C2)c(C#N)c1	-0.3	.	-3.6	-1	-1.5	-28	.	-7	-0.2	-0.7	5
Clc1cc(Cl)cc(NC2=NCCS2)c1	0.0	1.5	0.9	-7	-1.7	-3	-1.2	-1	-1.5	-1.0	2
COc1ccc(CCn2c(O)c(C=Nc3ccc(NC(C)=O)cc3)c(=O)[nH]c2=O)cc1OC	0.2	1.7	1.1	2	-1.6	-6	.	-1	2.5	-0.9	0
CCN1CCN(c2ccc(N)cc2)CC1	-1.0	1.3	-2.0	-3	0.3	-19	1.6	0	0.1	-0.9	4
O=C1NC(=O)N(c2ccc(F)cc2)C(=O)/C1=C/c1ccsc1	0.1	1.4	-0.4	-1	0.8	-7	-0.3	-2	2.5	-0.5	5
C=CCn1c(O)c(C(C)=Nc2ccc3c(c2)CCC3)c(=O)[nH]c1=O	-0.4	0.8	-1.1	-2	-1.4	-9	-0.3	-5	1.3	-1.5	0
O=C(Nc1ccccc1)N1Cc2ccccc2-n2nncc2C1	-0.1	-2.1	-0.1	4	2.3	2	-0.6	4	-1.1	-1.0	10
CN1CCN(c2nc(N)c(Br)c(Cl)n2)CC1	0.1	0.1	-2.5	3	-0.9	-3	0.6	0	-2.1	-2.3	2
CS(=O)(=O)c1ccc(C2=C(CNC(=O)c3cccs3)[C@H]3CC[C@@H](C2)N3Cc2ccco2)cc1	-0.2	0.0	-1.7	-5	-2.7	-2	-0.2	3	0.3	-0.6	6
COc1ccc(NC(=O)[C@@H](NC(=O)N2C[C@H]3C[C@@H](C2)c2cccc(=O)n2C3)C(C)C)cc1	1.0	0.6	-1.1	2	0.1	2	0.0	-1	-0.5	-1.0	2
C1CC2NCCC3NCCC(N1)N32 (configuration not stated)	-0.2	3.1	-1.9	1	-0.4	-2	1.2	-5	-0.4	-0.7	-4
COc1ccc(C(c2nnnn2C2CCCCC2)N2CCC3(CC2)C(=O)NCN3c2ccccc2)cc1 (configuration not stated)	0.3	.	-2.1	1	0.9	3	.	-4	0.1	-0.8	-2
O=C(/C=C/c1ccc(F)cc1)NC(=S)N1C[C@H]2C[C@H](C1)c1cccc(=O)n1C2	0.3	0.7	0.7	0	-0.9	2	-0.9	7	-3.3	-1.2	7
C[C@]12CCC(OC(=O)CCC(=O)O)CC1=CCC1C2CC[C@]2(C)C(=O)CCC12 (some centres not stated)	-0.1	2.4	-2.1	0	-1.9	-1	0.0	3	1.6	-1.4	3
CC[C@@H]1c2ccccc2[C@@H]2CC[C@H]1N2c1ccccc1	0.7	.	1.7	3	-0.7	1	.	6	1.2	-1.1	1
O=C1NC(=O)N(Cc2ccccc2)C(=O)/C1=C/c1cnc(-c2ccccc2)nc1	0.2	4.5	0.8	-1	0.3	-15	1.1	-3	2.1	-0.6	-6
CNC(C(=O)c1ccccc1)C(OC)c1ccc(C)cc1 (configuration not stated)	0.1	-0.5	-2.0	5	-1.1	2	-0.4	-1	-0.1	-1.1	4
CCCCC(=O)C1C(=O)NC(=O)NC1=O	0.0	-1.5	0.5	-1	-0.8	-4	-0.5	2	1.3	-0.6	4
COc1ccccc1NC(=O)COC(=O)c1cn(C)c2ccccc12	1.5	0.9	1.0	-3	-3.5	-5	-1.0	2	0.3	-1.9	-2
Cc1ccc(-c2nc3ccccc3c(=O)n2-c2cc(C)ccn2)cc1	0.3	-0.2	0.1	3	0.5	-6	1.2	-3	2.7	-0.7	-7
O=c1[nH]c(=O)n(CCC2=CCCCC2)c(O)c1/C=N/Nc1ccccc1	-0.4	0.4	-0.4	-5	0.8	-10	-1.2	4	0.2	-1.3	5
COC(=O)C1=C(c2cccc(OCc3ccccc3)c2)C[C@@H]2CC[C@H]1N2C(=O)NCc1ccc(Cl)cc1	0.1	-3.1	-1.4	-1	-0.7	1	-0.5	2	-2.2	-0.9	-22
CCOc1cc(-c2nc3c(C)cccn3c2NCC2CCCO2)ccc1O (configuration not stated)	-0.8	-2.1	-11	-3	-1.9	i	0.1	-5	-0.5	-0.2	11
N#CC1c2ccccc2C=CN1C(=O)c1ccc(N(CCCl)CCCl)cc1 (configuration not stated)	-0.1	-1.2	0.1	-6	-0.5	-5	-1.4	11	-0.9	-1.4	8
Cn1c(N2CCNCC2)nc2ccccc21	-0.1	-2.2	1.4	-2	-0.4	2	0.0	-6	3.0	-1.9	7
COC(=O)C1=C(c2c(C)noc2C)C[C@@H]2CC[C@H]1N2C(=O)NCCOc1ccccc1Cl	-0.2	-1.5	0.9	0	-0.2	3	-0.3	-5	0.9	-1.5	-3
COc1cc(OC)c(OC)cc1CNCCc1cccc(F)c1	0.0	-0.1	0.1	-3	-0.8	-2	1.4	0	-1.8	-1.3	-2
CC(C)CCn1c(=O)c(C(=O)NCc2ccco2)c(O)c2ccccc21	0.0	1.9	-2.2	-1	0.9	5	2.8	9	0.2	-1.4	0
COc1ccc(-n2c(-c3ccccc3Br)nc3ccccc3c2=O)cc1	-0.2	-4.6	-1.9	1	-1.8	-4	0.7	-3	-2.4	-1.3	-5
Cc1ccc(Cn2nnnc2CN2CCC(n3nnc4cc(C(F)(F)F)ccc43)CC2)cc1	-1.1	1.5	0.0	-4	-2.5	1	-0.8	4	-3.4	-1.4	-21
Fc1ccc2c(c1)nnn2C1CCN(Cc2nnnn2C2CCCCC2)CC1	-0.7	1.6	1.9	-3	-1.8	-1	-1.2	9	-1.7	-0.8	-5
Cc1c(NP(=S)(C(C)(C)C)C(C)(C)C)c(=O)n(-c2ccccc2)n1C	0.1	0.1	-2.3	2	-0.9	4	-0.8	-4	1.5	-0.9	-3
O=S(=O)(c1ccccc1)N1CN2CCN(C2)C1	1.0	-0.7	-2.7	4	-0.4	2	0.2	-2	0.1	-1.2	10
CCCCn1c(O)c(C(CC)=NCc2ccc(F)cc2)c(=O)[nH]c1=O	-0.1	0.4	-3.9	-5	-0.7	9	-1.0	1	-1.6	-1.5	3
CN1CCN(Cc2ccc(OC(F)(F)F)cc2)CC1	-0.2	-1.6	-0.5	0	1.1	-9	1.6	-1	1.1	-0.9	9
CCC(=NCC1CCCO1)c1c(O)n(-c2ccc(Cl)cc2)c(=O)[nH]c1=O (configuration not stated)	-0.2	0.2	-1.7	1	0.9	4	1.7	-2	2.6	-0.9	0
COc1ccc2c(c1)[C@@]13CCC=C[C@H]1[C@@H](C2)NCC3	0.2	-2.6	-1.5	3	0.7	4	0.2	7	2.6	-1.3	3

Additional entries follow:
SMILES	DAX1 inh-1	GAA850 FXN act	PG9 Ab binder	SMARCA2 act	hcDAF-12 act	PLC-beta3 inh	DAX1 inh-2	NR1D1 modulator	hgDAF-12 ag	ssDAF12 agonist	HGIII-sPLA2 inh
CC(=O)O[C@@]12CO[C@@H]1C[C@H](OC1OCC(O)C(O)C1O)[C@@]1(C)C(=O)[C@H](O)C3=C(C)[C@@H](OC(=O)[C@H](O)[C@@H](NC(=O)c4ccccc4)c4ccccc4)C[C@@](O)([C@@H](OC(=O)c4ccccc4)C12)C3(C)C (some centres not stated)	0.5	-0.3	-1.7	-1	-0.9	4	0.1	-4	0.3	-0.5	-12
O=C(C1CCCN(c2nnc(-n3cccc3)s2)C1)N1CCC2(CC1)OCCO2 (configuration not stated)	0.1	-1.0	-0.2	-1	-0.8	-1	0.5	0	3.9	-1.3	-5
COc1cccc(OCc2cc(C(=O)N3C[C@H]4C[C@@H](C3)c3cccc(=O)n3C4)no2)c1	1.1	5.6	-2.1	4	5.6*	-12	3.3	2	13*	1.5*	1
COc1ccccc1N1CCN(Cc2ccccc2)CC1	0.1	0.9	-0.2	1	-0.3	-3	0.3	-2	1.5	-1.6	5
CC(C)c1ccc(-n2c(O)c(C=NC(CCS(C)=O)C(=O)O)c(=O)[nH]c2=S)cc1 (configuration not stated)	0.7	0.1	-1.2	-3	0.1	-1	0.1	-1	3.3	-0.9	-6
O=C(CN1CCCCC1)Nc1ccc(Br)cc1C(=O)c1ccccc1Cl	-0.5	-1.6	0.2	0	-0.4	2	1.4	-3	-0.8	-0.6	-3
CCOC(=O)c1cn2nc(OP(=S)(OCC)OCC)cc2nc1C	-1.3	2.5	-0.9	0	-2.0	-8	-0.7	-2	0.6	-1.5	-17
CC(=O)c1cccc(NC2=NCC(C)S2)c1 (configuration not stated)	0.6	2.0	-0.5	0	1.6	3	0.6	-8	3.0	-1.2	1
O=C1NCN(c2ccccc2)C12CCN(C(c1ccnc3ccccc13)c1nnnn1C1CCCCC1)CC2 (configuration not stated)	0.8	.	0.1	-2	-1.1	0	.	-6	0.7	-1.0	-2

Not all compounds are listed; the hit share may differ from the screen's.
